From PubChem
PP1 counter: counter-screen for PP5 inhibitors: inhibitors of human PP1-alpha; inhibition, % at 6.7 µM; P62136; AID 2235; purified PP1alpha, OMFP fluorescence; 320,000 tested, 0.9% active;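 active = inhibition above the mean inhibition of all tested compounds plus 3 SD, computed separately for each screening campaign, cut at about 15% in these data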
Target sequence (P62136 whole entry, looked up): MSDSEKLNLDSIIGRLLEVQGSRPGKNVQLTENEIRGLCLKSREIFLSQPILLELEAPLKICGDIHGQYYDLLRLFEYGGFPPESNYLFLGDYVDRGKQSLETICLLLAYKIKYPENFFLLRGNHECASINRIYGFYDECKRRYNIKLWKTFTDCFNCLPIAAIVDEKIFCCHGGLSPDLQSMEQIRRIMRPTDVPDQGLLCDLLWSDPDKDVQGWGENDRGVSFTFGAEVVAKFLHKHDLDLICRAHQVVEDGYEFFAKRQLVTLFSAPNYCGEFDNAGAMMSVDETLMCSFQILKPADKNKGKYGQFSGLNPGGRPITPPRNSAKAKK
CTSL1 counter: cathepsin L1 inhibition, PFM18AAP counter-screen; 300,000 tested, 0.49% active; inhibition, % at 5.96 µM; recombinant F. hepatica cathepsin L1, Z-Leu-Arg-MCA fluorescence;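 active = inhibition above the mean of all tested compounds plus 3 SD, set per screening campaign, cut at about 17% in these data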;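 note: 0% = plate median of test compound wells and 100% = 1 µM Z-Phe-Ala-diazomethylketone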
core dimer inh: HCV core protein dimerization inhibition; TR-FRET GST/Flag-core106 dimerization, 1536-well; inhibition, % at 5 µM; 300,000 tested, 0.33% active; AID 1899;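 active = inhibition above the mean of all tested compounds plus 3 SD, set per screening campaign, cut at about 45% in these data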
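Assay system: GST-tagged and Flag-tagged HCV core protein residues 1-106 / Times: compound-protein-antibody incubation 4 h at 22.5 °C / Signal: time-resolved FRET, ex 340 nm, em 617 and 671 nm / Evaluation: % inhibition based on acceptor/donor emission ratio / Benchmarks: wells lacking GST-core106 and wells with excess unlabelled core106 / Repeats: singlicate, one well per compound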
PP5 primary: PP5 (human) phosphatase inhibition | purified PP5c, OMFP substrate fluorescence | 320,000 tested, 0.18% active | inhibition, % at 6.7 µM;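 active = inhibition above the campaign's mean inhibition across all tested compounds plus 3 SD, cut at about 9.5% in these data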;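 note: 0% = DMSO only and 100% = 100 µM cantharidin control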
TPT1 inhibitor: C. albicans TPT1 enzyme inhibition; 300,000 tested, 0.81% active; inhibition, % at 5 µM; recombinant caTPT1, FP RNA substrate dephosphorylation;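 active = inhibition above the mean of all tested compounds plus 3 SD, set per screening campaign, cut at about 24% in these data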;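 note: plate controls were DMSO alone for no effect and ferristatin control at 100 nM for full effect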
proCasp7 act: counter-screen: procaspase-7 (human) activation; P55210; recombinant procaspase-7, Ac-DEVD-pNA absorbance 405 nm; D23A/D198A/D206A triple mutant, cannot self-cleave; scale: DMSO 0, 5 µM enzyme 100; activation, % at 8.5 µM; 330,000 tested, 0.093% active;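 active = percent activation above the screen-wide mean plus 3 SD, cut at about 25% in these data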
Target sequence (P55210 whole entry D23A/D198A/D206A): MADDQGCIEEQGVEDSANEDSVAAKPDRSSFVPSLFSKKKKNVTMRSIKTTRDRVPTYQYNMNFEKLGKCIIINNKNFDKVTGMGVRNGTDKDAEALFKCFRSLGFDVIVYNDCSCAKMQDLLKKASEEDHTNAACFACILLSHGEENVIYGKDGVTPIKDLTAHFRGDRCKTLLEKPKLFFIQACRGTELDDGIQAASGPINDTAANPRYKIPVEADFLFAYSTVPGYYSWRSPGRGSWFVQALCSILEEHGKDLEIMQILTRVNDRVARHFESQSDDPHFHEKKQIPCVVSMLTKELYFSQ
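Assay system: Uncleavable procaspase-7 mutant enzyme | Input: 2 µM procaspase-7 mutant as dispensed | Timing: 1 h compound preincubation, 2 h substrate cleavage, 25 °C | Repeats: One well per compound | Control set: DMSO wells as 0%, DMSO with 5 µM added PC-7 as 100% | Technique: Epi-absorbance of released pNA at 405 nm, two timepoints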
procasp3 activ: procaspase-3 (human) activation; activation, % at 8.5 µM; recombinant procaspase-3 D3A, Ac-DEVD-pNA absorbance 405 nm; 330,000 tested, 0.11% active;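 active = activation above the mean of all tested compounds plus 3 SD, cut at about 21% in these data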;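 note: 0% = DMSO alone and 100% = DMSO wells spiked with extra 5 µM PC-3 D3A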
Target sequence (P42574 whole entry D9A/D28A/D175A): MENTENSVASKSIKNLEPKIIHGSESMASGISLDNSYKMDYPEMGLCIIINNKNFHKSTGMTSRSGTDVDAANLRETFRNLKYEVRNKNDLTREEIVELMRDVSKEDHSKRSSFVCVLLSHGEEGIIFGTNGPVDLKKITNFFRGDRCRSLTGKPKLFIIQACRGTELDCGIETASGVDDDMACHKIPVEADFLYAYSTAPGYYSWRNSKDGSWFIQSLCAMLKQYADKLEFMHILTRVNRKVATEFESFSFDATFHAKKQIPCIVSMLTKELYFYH
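assay system = Procaspase-3 D3A mutant | signal = absorbance at 405 nm, 0 and 120 min | times = 1 h preincubation plus 2 h reaction at 25 °C | repeats = single replicate | read-out = % activation between DMSO and enzyme-spiked controls | medium = Zinc-free HEPES saline buffer with Triton X-100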
JMJD2C inh: inhibitors of human GASC-1 (JMJD2C) demethylase | Q9H3R0 | GST-JMJD2C(1-420) H3K9me3 demethylation, DELFIA europium | inhibition, % at 2.35 µM | 330,000 tested, 0.069% active;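 active = more than half of a compound's replicate wells show inhibition beyond 50%, single wells judged on their own value; inconclusive = some, but no more than half, of replicates pass 50% inhibition; inactive = no replicate passes 50% inhibition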;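 note: signal counts dimethyl H3K9 product captured on neutravidin plate; 0% = median of DMSO wells and 100% = 0.3 times that DMSO median; strong numbers were not always called active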
Efflux pump inh: blocks antifungal efflux pumps in multiplex yeast assay | S. cerevisiae Candida pump triplex, Nile Red efflux | inhibition, % at 10 µM | 330,000 tested, 0.44% active;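 active = plate passing quality check with inhibition over a set limit, or well fluorescence over plate mean plus 4 SD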;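 note: Nile Red retained in pooled yeast measured as flow cytometry median fluorescence; 0% = buffer negative control and 100% = Enniatin B positive control; higher means more Nile Red kept so more efflux inhibition; some compounds called inactive have numbers as strong as hits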
* = called active by the depositor; ? = inconclusive; · = no result given; & = joins results of further samples. No enrichment for hits. About 2.9% of those tested had a hit in this group.

Below each compound: PP1 counter | CTSL1 counter | core dimer inh | PP5 primary | TPT1 inhibitor | proCasp7 act | procasp3 activ | JMJD2C inh | Efflux pump inh
Cc1ccc(-c2nnn(CC(=O)N(c3ccccc3F)C(C(=O)NC3CCCC3)c3ccncc3)n2)o1 (configuration not stated)
→ -1 | -5 | -9 | -1.7 | -1 | 2 | 6 | -4 | 0.1
Nc1c(NCc2ccccc2)c2ccccc2oc1=O
→ 0 | 3 | 6 | 2.1 | 2 | -4 | 5 | 4 | 0.1
O=C(CSc1nccc(=O)[nH]1)Nc1cccc2ccccc12
→ -4 | -1 | 2 | 1.6 | 0 | 2 | -1 | -4 | 0.0
CC1(C)CC2CC(C)(CN2C(=O)c2cccs2)C1 (configuration not stated)
→ -1 | -5 | -4 | 0.3 | -2 | -8 | 4 | 5 | 0.0
Cc1cnc(C(=O)OCC(=O)Nc2cc(Cl)ccc2C#N)cn1
→ · | · | · | · | · | 3 | 2 | -4 | -0.2
COC(=O)c1cc(-c2ccc(OC)cc2)n[nH]1
→ 1 | -1 | -4 | -1.1 | -4 | 6 | 6 | -4 | 0.1
O=c1ccn(Cc2ccc(F)cc2)c2ccnc(C(F)(F)F)c12
→ -2 | 2 | -9 | 2.6 | 0 | -7 | -4 | 0 | 0.0
COc1ccc(CCNC(=O)C2=CC=CN3CCS(=O)(=O)N=C23)cc1
→ -4 | · | · | 1.4 | · | 1 | 2 | 0 | -0.1
Cn1c(Cc2ccccc2)nnc1SCC(=O)N1CCOCC1
→ -5 | -3 | 5 | -1.4 | 3 | 10 | 2 | 6 | 0.0
COc1cc2[nH]c(=O)n(Cc3ccc(C(=O)N4CCC(N5CCCCC5)CC4)cc3)c(=O)c2cc1OC
→ 1 | 3 | 0 | 0.8 | -1 | -3 | 1 | -3 | 0.2
COc1ccccc1OCCNC(=O)C(CCSC)NC(=O)c1ccccc1Cl (configuration not stated)
→ 10 | 5 | -12 | -1.9 | -3 | -4 | 2 | -1 | -0.1
CC(=O)Nc1ccc(S(=O)(=O)N2CCC3(CC2)CC(=O)c2ccccc2O3)cc1
→ -2 | 1 | -1 | 1.1 | -2 | 7 | 1 | -3 | -0.5
CC(OC(=O)c1ccccc1C(=O)N(C)c1ccccc1)C(=O)Nc1ccccc1[N+](=O)[O-] (configuration not stated)
→ -4 | 2 | 7 | -2.4 | 3 | 13 | 9 | 26 | 0.1
C[C@H](CO)N1C[C@H](C)[C@@H](CN(C)C(=O)NC2CCCCC2)Oc2c(NS(=O)(=O)c3cccs3)cccc2C1=O
→ · | · | · | · | · | -3 | -1 | -4 | -0.5
COCCNC(=O)C1c2ccccc2C(=O)N(CCOC)C1c1ccc(F)cc1 (configuration not stated)
→ -4 | 2 | 1 | 4.8 | 2 | 5 | -4 | 16 | 0.1
CC(Oc1ccccc1F)C(=O)NNC(=O)CCS(=O)(=O)c1ccccc1Cl (configuration not stated)
→ -3 | -32 | 3 | -0.3 | -3 | -2 | 3 | -1 | -0.2
Cc1nccc(-c2cccc(NC(=O)Nc3ccc(Cl)cc3)c2)n1
→ 5 | 7 | -6 | 1.0 | -3 | 5 | 2 | -12 | -0.1
O=C(CN1CCCCCC1)Nc1ccc(F)c(F)c1
→ -2 | 2 | -3 | -1.1 | -5 | 1 | 3 | 5 | 0.0
Cn1c(C(=O)NCc2cccnc2)cc2sc(Cl)cc21
→ 3 | 1 | -6 | 1.7 | 0 | -3 | 11 | 3 | 0.0
CCOc1ccccc1C(=O)NCC(=O)Nc1ccc2c(c1)OCO2
→ -3 | · | · | 0.5 | · | 6 | 0 | 0 | 0.3
CN(C)c1ccc(/C=N/NC(=O)c2cc(-c3ccc4c(c3)OCO4)n[nH]2)cc1
→ 3 | 4 | -5 | 2.6 | -2 | -5 | -1 | 0 | -0.1
CCOC(=O)c1cnc(-n2nc(C)cc2C)nc1Oc1ccccc1F
→ -1 | 3 | 4 | 3.6 | 1 | 3 | 2 | 1 | 0.1
COc1ccc2nc(CCN(C)C(=O)C3CCC(=O)N(Cc4cccc(F)c4)C3)[nH]c2c1 (configuration not stated)
→ -1 | -3 | 3 | 0.9 | 4 | 7 | 8 | 0 | -0.1
COc1ccc(OC)c(NC(=O)CCCN2C(=O)C3C4C=CC(C4)C3C2=O)c1 (configuration not stated)
→ -5 | -4 | -5 | 2.4 | -1 | -2 | -11 | -2 | 0.0
Cc1ccc(C(=O)Nc2nnc(C)s2)o1
→ -4 | -2 | 2 | 1.8 | 1 | 8 | -3 | ? | -0.1
O=C(NCCN1CCOCC1)Nc1cccc(Cl)c1
→ 1 | -4 | -3 | 0.0 | -3 | -4 | -5 | -10 | -0.1
O=C(COC(=O)c1ncc(Cl)c(Cl)c1Cl)NC(=O)c1ccccc1
→ 1 | -1 | -12 | -2.6 | -3 | 4 | -7 | -8 | -0.3
O=C(CN1C(=O)c2ccccc2S1(=O)=O)NCc1ccccc1
→ 0 | -5 | 2 | 2.1 | 2 | 4 | 3 | -4 | -0.2
Cc1ccccc1NS(=O)(=O)c1ccc(C)c(NS(C)(=O)=O)c1C
→ -1 | -3 | -4 | 3.2 | 2 | 6 | 3 | -33 | 0.1
CC1CC(C)(C)NC(=S)N1CCC(=O)NCc1ccc(Cl)cc1 (configuration not stated)
→ -2 | -3 | 2 | 0.8 | 1 | 5 | -1 | 12 | -0.5
Cc1cc(C)c(N=C2C(=O)Nc3ccccc32)c(C)c1
→ -6 | 0 | -4 | 2.1 | -3 | -2 | -6 | -5 | 0.1
Cc1cccc(NS(=O)(=O)c2cccc3nsnc23)c1
→ 1 | -4 | 1 | 2.2 | 5 | 3 | 2 | 56* | 0.0
CN(CC(=O)Nc1ccc(Cl)c(C(F)(F)F)c1)C(=O)c1cc(=O)[nH]c2ccccc12
→ -3 | -2 | 0 | 1.3 | 3 | -1 | -1 | -7 | -0.1
CCOC(=O)c1ccccc1NC(=O)COC(=O)c1ccc(C)c(S(=O)(=O)N2CCOCC2)c1
→ 0 | -15 | 7 | 1.2 | -3 | 8 | 5 | 19&-12 | 0.0
O=C(CC1Sc2ccccc2NC1=O)Nc1ccccc1[N+](=O)[O-] (configuration not stated)
→ -8 | -3 | -8 | 2.3 | 5 | 0 | 6 | -9 | 18*
C=C1CCC2[C@](C)(CO)[C@H](O)CC[C@@]2(C)[C@@H]1C/C=C1\C(=O)OC[C@H]1O (some centres not stated)
→ -1 | 4 | 0 | 0.8 | -5 | -2 | 0 | · | -0.1
Cc1ccc(/C=C(\C#N)C(=O)NCC2CCCO2)o1 (configuration not stated)
→ -2 | -1 | -9 | 2.3 | -1 | -9 | 1 | 23 | 0.2
Cc1noc(C)c1COc1cccc(C(=O)NC(C)(C)C)c1
→ 4 | -5 | 4 | -1.6 | 4 | 6 | -5 | -1 | 0.3
CNC(=O)/C(C#N)=C/c1cn(CC(=O)OC)c2ccccc12
→ 2 | -1 | -4 | -0.4 | -3 | 6 | 2 | -16 | 0.1
COc1ccc([N+](=O)[O-])c(OC)c1C(=O)NC(=O)Nc1c(F)c(F)c(F)c(F)c1F
→ -1 | 1 | 2 | 2.4 | 0 | 2 | 6 | 0 | 0.1
O=C(COc1ccc2c(c1)CCC2)Nc1ccccn1
→ -1 | 3 | 3 | 1.5 | 1 | 4 | -5 | 4 | 0.0
Cc1ccc(N2CCN(/N=C/C=C/c3ccccc3)CC2)cc1
→ -2 | 1 | 3 | -0.3 | 7 | -10 | 1 | -3 | 0.6
CCOc1ccc(CN(C)C(=O)CCl)cc1
→ 1 | 14 | 1 | -0.3 | 1 | -6 | -14 | 5 | -0.1
CCN(CC)C(=O)c1sc(NC(=O)c2ccc(Br)o2)c(C(=O)OC)c1C
→ -2 | -4 | 1 | 2.9 | -1 | 0 | 2 | 15 | -0.2
Cc1ccc(C(NC(=O)N2CC(C)OC(C)C2)C(Cl)Cl)cc1F (configuration not stated)
→ -2 | -6 | 4 | 0.8 | 0 | 7 | 9 | -1 | 0.0
CCOC(=O)c1cc(-c2ccccc2)sc1NC(=O)C(C)Sc1nnnn1C (configuration not stated)
→ 5 | 3 | -6 | 1.9 | 0 | 15 | 0 | 12 | 0.6

Some of these compounds in order of number of heavy atoms, falling:
Below each compound: PP1 counter | CTSL1 counter | core dimer inh | PP5 primary | TPT1 inhibitor | proCasp7 act | procasp3 activ | JMJD2C inh | Efflux pump inh
CCOC(=O)c1ccccc1NC(=O)COC(=O)c1ccc(C)c(S(=O)(=O)N2CCOCC2)c1
→ 0 | -15 | 7 | 1.2 | -3 | 8 | 5 | 19&-12 | 0.0
COc1ccc([N+](=O)[O-])c(OC)c1C(=O)NC(=O)Nc1c(F)c(F)c(F)c(F)c1F
→ -1 | 1 | 2 | 2.4 | 0 | 2 | 6 | 0 | 0.1
CCOC(=O)c1cc(-c2ccccc2)sc1NC(=O)C(C)Sc1nnnn1C (configuration not stated)
→ 5 | 3 | -6 | 1.9 | 0 | 15 | 0 | 12 | 0.6
CCN(CC)C(=O)c1sc(NC(=O)c2ccc(Br)o2)c(C(=O)OC)c1C
→ -2 | -4 | 1 | 2.9 | -1 | 0 | 2 | 15 | -0.2
C=C1CCC2[C@](C)(CO)[C@H](O)CC[C@@]2(C)[C@@H]1C/C=C1\C(=O)OC[C@H]1O (some centres not stated)
→ -1 | 4 | 0 | 0.8 | -5 | -2 | 0 | · | -0.1
O=C(CC1Sc2ccccc2NC1=O)Nc1ccccc1[N+](=O)[O-] (configuration not stated)
→ -8 | -3 | -8 | 2.3 | 5 | 0 | 6 | -9 | 18*
Cc1ccc(N2CCN(/N=C/C=C/c3ccccc3)CC2)cc1
→ -2 | 1 | 3 | -0.3 | 7 | -10 | 1 | -3 | 0.6
CNC(=O)/C(C#N)=C/c1cn(CC(=O)OC)c2ccccc12
→ 2 | -1 | -4 | -0.4 | -3 | 6 | 2 | -16 | 0.1
Cc1cc(C)c(N=C2C(=O)Nc3ccccc32)c(C)c1
→ -6 | 0 | -4 | 2.1 | -3 | -2 | -6 | -5 | 0.1
Cc1ccc(/C=C(\C#N)C(=O)NCC2CCCO2)o1 (configuration not stated)
→ -2 | -1 | -9 | 2.3 | -1 | -9 | 1 | 23 | 0.2
CCOc1ccc(CN(C)C(=O)CCl)cc1
→ 1 | 14 | 1 | -0.3 | 1 | -6 | -14 | 5 | -0.1
